TROY signal inh – inhibitors of TROY-dependent NF-kB signaling | Q293 LMP1-TROYcd NF-kB luciferase reporter, 4 h | inhibition, % at 10 µM | 360,000 tested, 0.98% active;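 active = compounds whose plate-normalised and pattern-corrected inhibition of the luciferase reporter signal at the single screening dose is 50% or more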
Vif imaging – inhibitors of HIV Vif. HEK293T cells, Vif self-association by quenched fluorescence, imaging, 24 h. 340,000 tested, 0.35% active. inhibition, % at 7.49 µM; in the data active = inhibition above about 50%, passing the limit was not always enough; inconclusive = no clear call, values can overlap the other calls; inactive = below about 31%; note: some results filed as inactive read as strong as hits
C8 TRAIL sens – caspase-8 TRAIL sensitization; NB7+C8 cells + TRAIL, ATPlite viability luminescence; inhibition (viability loss, TRAIL sensitization), % at 10 µM; 360,000 tested, 1% active; AID 624354;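 active = compounds causing at least 50% loss of cell viability in the single-dose screen, relative to plate controls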
NOD2 RIPK2 PPI – NOD2-RIPK2 protein interaction inhibition | CHO BLA complementation NOD2-RIPK2, CCF4 ratio | inhibition, % at 4.98 µM | 360,000 tested, 0.38% active | AID 624267; in the data active = inhibition above about 21%;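 note: 0% = vehicle only and 100% = reference blocker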
Target sequence (O43353 whole entry, looked up): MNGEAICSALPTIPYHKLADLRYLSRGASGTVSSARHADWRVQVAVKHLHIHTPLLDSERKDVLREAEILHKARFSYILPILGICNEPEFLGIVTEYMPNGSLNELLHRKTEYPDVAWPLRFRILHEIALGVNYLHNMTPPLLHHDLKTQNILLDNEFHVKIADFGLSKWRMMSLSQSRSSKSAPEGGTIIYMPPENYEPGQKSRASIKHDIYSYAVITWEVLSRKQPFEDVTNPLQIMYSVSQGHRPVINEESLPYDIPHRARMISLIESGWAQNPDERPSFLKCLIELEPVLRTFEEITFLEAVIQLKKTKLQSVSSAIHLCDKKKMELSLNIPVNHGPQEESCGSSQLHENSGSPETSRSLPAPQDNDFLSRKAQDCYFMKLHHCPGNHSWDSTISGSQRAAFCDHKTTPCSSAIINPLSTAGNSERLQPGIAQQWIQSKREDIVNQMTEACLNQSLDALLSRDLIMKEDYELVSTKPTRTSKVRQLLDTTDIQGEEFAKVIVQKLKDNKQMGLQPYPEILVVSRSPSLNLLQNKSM
NCOA1 inh – inhibitors of human steroid receptor coactivator 1 (SRC1) | Q15788 | HEK293 GAL4-SRC1 luciferase reporter, luminescence | inhibition, % at 3.6 µM | 360,000 tested, 0.12% active | AID 588354;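 active = inhibition above the campaign mean plus 3 SD, with each screening campaign given its own cutoff, cut at about 60% in these data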;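 note: 0% = DMSO treated cells and 100% = gossypol at 36 µM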
SRC2 inh – human SRC2 (NCOA2) inhibition; HEK293 GAL4-SRC2 luciferase reporter, luminescence; inhibition, % at 9 µM; 370,000 tested, 0.17% active; AID 651957;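 active = inhibition above the mean inhibition of all tested compounds plus 3 SD, set per campaign, cut at about 52% in these data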;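 note: 0% = DMSO treated cells and 100% = cells given Gossypol at 36 µM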
LRH-1 inv ag – inverse agonists of human LRH-1 (NR5A2); O00482; HEK293T StAR-luciferase reporter, LRH-1 transfected, 24 h; inhibition, % at 3.6 µM; 360,000 tested, 0.13% active; AID 602396;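 active = inhibition above the mean inhibition of all tested compounds plus 3 SD, cut at about 73% in these data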;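 note: 0% = DMSO wells and 100% = reporter-only cells lacking LRH-1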
EBV LMP1 NFkB – Epstein-Barr LMP1 NF-kappaB reporter inhibition; inhibition, % at 12.5 µM; 350,000 tested, 0.69% active; LMP1-induced NF-kappaB luciferase reporter cells, luminescence; AID 504558; in the data active = inhibition above about 41%; inconclusive = no clear call, values can overlap the other calls;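 note: 0% = neutral control wells and 100% = reference inhibitor control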
COUP-TFII inh – NR2F2 (human) inhibition, primary screen | P24468 | HEK293T NGFI-A luciferase reporter, luminescence | inhibition, % at 8.6 µM | 370,000 tested, 0.7% active;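 active = inhibition above a per-plate cutoff, mean inhibition of test wells between control levels plus 3 SD, cut at about 38% in these data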;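 note: cells cotransfected with COUP-TFII expression vector driving the NGFI-A reporter; 0% = median of COUP-TF2 test wells and 100% = reporter-only cells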
Target sequence (P24468 whole entry, looked up): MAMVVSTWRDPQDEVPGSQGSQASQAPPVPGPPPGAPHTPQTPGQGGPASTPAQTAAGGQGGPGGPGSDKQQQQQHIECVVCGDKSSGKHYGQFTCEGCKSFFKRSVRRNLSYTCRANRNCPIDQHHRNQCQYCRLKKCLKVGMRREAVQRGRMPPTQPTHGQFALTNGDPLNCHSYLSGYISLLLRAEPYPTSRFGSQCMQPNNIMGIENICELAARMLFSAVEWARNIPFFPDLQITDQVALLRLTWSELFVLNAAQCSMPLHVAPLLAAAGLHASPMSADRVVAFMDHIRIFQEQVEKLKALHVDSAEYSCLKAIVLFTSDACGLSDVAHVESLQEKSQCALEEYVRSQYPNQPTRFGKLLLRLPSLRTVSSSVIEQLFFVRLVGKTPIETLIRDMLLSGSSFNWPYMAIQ
TLR9-MyD88 inh – inhibitors of human TLR9-MyD88 binding; Q9NR96+Q99836; CHO BLA complementation TLR9-MyD88, CCF4 FRET ratio; inhibition, % at 4.98 µM; 340,000 tested, 0.21% active; AID 504734;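 active = inhibition above the mean over all tested compounds plus 3 SD, cut at about 21% in these data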;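 note: 0% = DMSO only wells and 100% = clavulanate BLA inhibitor control wells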
NCOA3 inh – inhibitors of human steroid receptor coactivator 3 (SRC3); inhibition, % at 3.6 µM; AID 588352; HEK293 GAL4-SRC3 luciferase reporter, luminescence; 360,000 tested, 0.17% active; Q9Y6Q9;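 active = inhibition above a per-campaign cutoff, the mean of all compounds plus 3 SD, cut at about 60% in these data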;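 note: 0% = DMSO-treated cells and 100% = gossypol-treated cells at 36 µM; higher means less SRC3-driven luciferase light from the GAL4 reporter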
* marks the source's active call; other numbers are inactive results; ? = inconclusive; . = not tested or not shown; & = joins results of further samples. Some of the compounds tested; rates above refer to the full screens.

SMILES	TROY signal inh	Vif imaging	C8 TRAIL sens	NOD2 RIPK2 PPI	NCOA1 inh	SRC2 inh	LRH-1 inv ag	EBV LMP1 NFkB	COUP-TFII inh	TLR9-MyD88 inh	NCOA3 inh
CCOC(=O)NC1=NCC(C)S1 (stereo not drawn)	-12	-2	-9	-2	-32	-42	-2	-5	2	2	-15
O=C(Nc1ccc(F)cc1)c1cc(-c2ccccc2)no1	-38	22	3	-1	-4	7	0	-6	-16	0	0
Cc1ccc(C(=O)O)cc1NS(=O)(=O)c1ccc2c(c1)oc(=O)n2C	4	6	3	-3	-2	9	6	-2	9	3	-20
Cn1c(SCC(=O)OC2CCCCC2)nnc1-c1ccc(S(=O)(=O)N2CCCC2)cc1	19	-3	2	-4	-2	7	0	0	-39	-3	12
Cc1ccc(S(C)(=O)=NC(=O)c2cc(C)on2)cc1 (stereo not drawn)	-17	0	12	4	-13	-10	1	-3	11	-7	-6
Cc1ccc(-n2ncc3c(=O)n(CC(=O)N4CCN(c5ccccc5F)CC4)cnc32)cc1C	-7	7	10	3	-27	-20	-4	4	8	-9	4
CC(=O)N1CCN(CC(=O)Nc2ccccc2Sc2ccccc2)CC1	-27	3	4	-18	15	-8	-1	0	24	7	3
COc1ccc(-c2[nH]ncc2CN(C)Cc2c(C)n[nH]c2C)c(OC)c1	-11	0	-3	-6	-2	-17	-1	-2	3	-2	24
CCOc1cc(C(C#N)N2CCCCC2)ccc1OC (stereo not drawn)	9	14	-4	-12	11	2	-21	-1	7	5	4
Cc1onc(-c2ccccc2)c1C(=O)OCC(=O)Nc1ccccc1	-6	-2	4	-1	1	-1	6	7	9	-2	-10
COc1cc(OC)c2c(C)cc(=O)oc2c1C(CCN1CCOCC1)c1ccc2c(c1)OCO2 (stereo not drawn)	-14	0	7	0	-4	-16	2	10	-6	-3	12
O=C(Nc1ccc(N2CCCC2)c(Cl)c1)c1ccco1	-53	-2	55*	-5	-107	-25	-130	1	-62	11	-37
Cc1nnc(N(C(=O)c2cnccn2)c2ccccc2)s1	-5	-7	7	-13	-3	-9	-2	-4	15	5	5
O=C(Cc1ccccc1)NCCc1cnc[nH]1	3	4	-10	3	10	-10	13	0	11	2	4
Cc1ccc(NC(=O)c2ccc(S(=O)(=O)N3CCCC3)cc2)nc1	-22	0	4	-6	-11	2	0	-8	11	1	-23
CC(=O)c1ccc(N(C(=O)c2csnn2)C(C(=O)NC2CCCC2)c2ccccc2)cc1 (stereo not drawn)	-5	11	2	9	13	-5	-4	6	8	3	-23
Cc1cc(C(F)F)nn1CC(=O)Nc1cc([N+](=O)[O-])ccc1F	5	2	-5	-3	-14	5	-24	12	7	4	-27
COc1cc(OC)cc(C(=O)N2CCN(Cc3ccccc3C(F)(F)F)CC2)c1	-8	-5	-7	-3	5	15	-17	2	7	-9	18
COc1ccccc1N1CCCSC1=Nc1ccccc1	0	6	-1	-3	-20	3	-20	10	7	-4	6
Cc1csc(=O)n1CC(=O)Nc1nc2ccccc2s1	17	4	17	-1	-17	-13	11	-1	-22	0	-29
CCC1CCCCN1CCCNC(=O)c1nn(C)c2c1CS(=O)(=O)c1ccccc1-2 (stereo not drawn)	-1	29	-11	-5	-7	-13	1	-3	-5	0	2
C[C@@H]1CN([C@H](C)CO)C(=O)c2cc(-c3ccc(F)cc3)cnc2O[C@H]1CN(C)C(=O)c1ccc(F)cc1	-13	-16	-1	-5	-14	29	-2	-2	-12	3	-2
Cc1ccc(N=Nc2c(=O)[nH]n3c(=O)cc(C)[nH]c23)cc1	-34	7	11	-7	-4	-13	6	1	6	5	11
O=C(Nc1ccc(Cl)cn1)C1C(c2ccccc2)C1(Cl)Cl (stereo not drawn)	35	.	2	-5	-3	-7	-12	-10	7	0	1
COC(=O)c1cnc(Nc2ccc(Cl)cc2)c([N+](=O)[O-])c1	-43	1	5	-13	6	21	19	1	-12	-1	7
Cn1cnc2c1c(=O)n(Cc1ccc(Cl)cc1Cl)c(=O)n2C	11	25	-7	1	17	11	6	-2	-1	-5	12
Cc1cc(Br)ccc1SCC(=O)OCC(=O)NC(C)c1ccccc1 (stereo not drawn)	-8	5	-4	2	-2	-29	2	0	-5	1	0
Cc1ccccc1CNc1ccc(C(CC(N)=O)NC(=O)c2ccc(Br)cc2)cc1[N+](=O)[O-] (stereo not drawn)	23	-7	4	8	3	11	-1	60*	-2	3	28
CC(C(=O)O)n1nnc2ccccc21 (stereo not drawn)	-5	12	3	-14	-8	16	12	-1	14	-11	13
CCOC(=O)C[C@@H]1OC[C@H](CO)N1S(=O)(=O)c1ccc(C)cc1	.	.	-9	-2	.	-12	19	.	-11	.	.

Brought forward from above: 2 entries, then new ones.
SMILES	TROY signal inh	Vif imaging	C8 TRAIL sens	NOD2 RIPK2 PPI	NCOA1 inh	SRC2 inh	LRH-1 inv ag	EBV LMP1 NFkB	COUP-TFII inh	TLR9-MyD88 inh	NCOA3 inh
CC(C(=O)O)n1nnc2ccccc21 (stereo not drawn)	-5	12	3	-14	-8	16	12	-1	14	-11	13
CCOC(=O)C[C@@H]1OC[C@H](CO)N1S(=O)(=O)c1ccc(C)cc1	.	.	-9	-2	.	-12	19	.	-11	.	.
CCN(CC)C(=O)CSC(Nc1ccc(F)cc1)=C(C#N)C#N	-17	-3	0	-9	-5	-10	16	8	29	0	1
NC(=O)C(CCc1nc2ccccc2[nH]1)NS(=O)(=O)c1ccccc1 (stereo not drawn)	-11	1	-2	3	9	5	-15	-2	-4	11	3
Cc1ccc(NC(=O)COC(=O)c2cccnc2)c(C)c1	6	1	-1	1	7	8	14	-15	3	8	6
O=C(Nc1ccc(Cl)cc1)c1ccc2sc([C@@H]3O[C@H](CO)[C@@H](O)[C@H]3O)nc2c1	-34	-5	9	-7	-61	-47	-72	.	-19	.	-81
COc1ccccc1N(CC(=O)NC1CCCCC1)C(=O)CNC(=O)c1cccs1	-42	13	-8	-12	-1	14	-5	2	2	-5	4
Cc1ccccc1C(=O)NC=C1C(=O)OC(C)(C)OC1=O	-4	3	-6	-2	-13	-8	-9	10	-16	13	2
CC(NC(=O)C(=O)NCC1CCCO1)c1ccccc1 (stereo not drawn)	-10	.	-7	4	3	14	3	-1	7	7	8
O=c1cc(-c2ccccc2)oc2cc(O)c(O)c(O)c12	-65	8	17	-12	-88	-53	-85	-33	-25	0	-59
CCNC(=O)COC(=O)c1cc(C)n(-c2ccccc2)c1C	-19	?	5	-16	-7	-11	-10	-2	13	-5	0
CC(=O)Nc1cccc(/C(C)=N/Nc2ccc(S(=O)(=O)Nc3ccccc3C(=O)O)cc2[N+](=O)[O-])c1	7	-3	-2	3	3	5	-2	2	2	-6	-35
CNC(=O)C(Sc1nc(C)nc2c1oc1ccccc12)C(C)=O (stereo not drawn)	-16	-5	-1	5	-4	-3	-16	-4	7	-2	5
Cc1noc(C)c1C(=O)N1CCC1(C)C(=O)NS(=O)(=O)c1ccccc1C(F)(F)F (stereo not drawn)	6	-8	3	-8	2	-9	-7	.	-19	.	6
COc1cccc(-c2nc(CS(=O)CC(=O)NCc3ccccc3Cl)c(C)o2)c1 (stereo not drawn)	-10	-1	-19	0	5	2	-41	0	-2	-5	-1
Cc1ccc(C)c(NC(=S)NCc2ccccc2)c1	18	-3	1	-1	-2	-8	-2	-2	15	-14	14
COC(=O)C1=C(C)N(c2cc(Cl)cc(Cl)c2)C(=O)C1	-1	-9	-13	12	-13	13	4	1	13	4	-1
O=C(NN1CCOCC1)c1ccc(Cl)s1	-11	-2	-5	-5	2	-14	14	6	-12	-7	12
CC(Nc1nc(C(F)(F)F)nc2ccccc12)c1cccs1 (stereo not drawn)	61*	-11	14	-6	-25	-54	14	-11	-15	3	-54
O=C(NCc1ccccc1)c1ccc(NC(=O)C2CCC2)cc1	-5	-5	-14	-6	-1	-3	2	-1	-15	-11	-20
Cc1nc(N2CCN(C(=O)CCC(=O)O)CC2)c2c(C)c(C)sc2n1	-14	-4	-4	-2	10	-7	-28	3	-4	2	16
CSc1ccc(S(=O)(=O)NCC(=O)OC(C)C(=O)NCc2ccccc2)cc1[N+](=O)[O-] (stereo not drawn)	13	5	-33	6	-6	-10	18	-4	-2	8	17
CCC(NC(=S)NCc1ccccc1)C(=O)O (stereo not drawn)	-6	6	9	5	1	-14	-1	-3	7	-3	8
CCCCn1c(N)c(N(CC(C)C)C(=O)Cn2c(=O)cnc3ccccc32)c(=O)[nH]c1=O	18	4	1	-4	-5	-7	5	9	5	-10	7
COCCN1CCN(Cc2nc(Cc3ccc(OC)c(OC)c3)no2)CC1	7	-3	-22	-3	-24	11	-4	3	10	3	11
CC1=C(SCc2ccccc2)C(=O)c2ccccc2C1=O	38	0	51*	12	-19	-10	20	-1	-3	-1	-30
O=C(NCc1cccnc1)C(=O)N/N=C/c1ccccc1[N+](=O)[O-]	9	-14	-6	5	-16	10	-2	-12	-8	-4	8
O=C(CSc1nc2ccccc2s1)Nc1nccs1	-28	7	-3	0	3	14	-4	1	10	2	10
Cc1ccc(O)c(C(=O)c2coc(=N)c(C(=O)NC(C)C)c2)c1	2	1	14	2	-1	-3	4	2	-6	3	5
O=C(Nc1ncc([N+](=O)[O-])s1)c1cccs1	-16&-17	-26&-5	20&18	-14&-5	-85&-86	-41&-109	-119&-98	-3&-8	-22&-23	3&-7	-79&-118
CN(C[C@@H](CC1CCCCC1)N(C[C@H](Cc1ccccc1)N(CCc1ccccc1)N=O)N=O)N=O	-10	-3	18	1	0	-10	16	-6	0	-7	3
CCC(C(=O)NCCCN1CC(C)CC(C)C1)n1nc(C)c2sc3ccccc3c2c1=O (stereo not drawn)	-9	21	-3	-9	-7	8	5	-1	1	-9	-3
CC1C(C)N(C(=O)CCCl)c2ccccc2N1C(=O)CCCl (stereo not drawn)	-8	-3	-4	-2	10	4	8	12	-4	-6	11
COc1ccc(S(=O)(=O)N2CCOC23CCN(S(=O)(=O)c2ccc([N+](=O)[O-])cc2)CC3)cc1	-6	-16	-6	-3	-10	28	5	12	4	-1	12
O=C(CSc1nncs1)NNC(=O)c1ccco1	-9	0	3	-7	-3	10	4	-1	-4	-4	-7
CCOc1cccc(-c2nnc(SCC(=O)Nc3ccc(OC)c(OC)c3)n2N)c1	-16	18	-1	-4	-2	-24	28	-5	-9	-14	1
COc1ccc(C[C@H]2CN3C(=NC[C@@H]3Cc3ccc(O)cc3)N2C[C@H](C)NC(=O)c2ccc(C)c(Br)c2)cc1	4	3	23	-4	4	.	5	7	.	-3	13
Cc1ccccc1Nc1nc(N)nc(COC(=O)c2ccc(O)cc2)n1	-16	3	-13	-12	-29	-52	-15	-4	-30	8	3
Cc1cc(NS(=O)(=O)c2ccc(NC(=O)C(F)(F)F)cc2)nc(C)n1	7	7	-5	-10	0	-21	5	-3	-2	-10	3
COc1ccccc1/C=C/C(=O)NC(=S)N(C)C1CCCCC1	4	13	0	-32	-9	-10	-9	2	21	-5	6

Assay outcomes as filed in PubChem BioAssay.
